High-throughput results from PubChem.
HIV fusion peptide: inhibitors of HIV fusion peptide binding, primary screen, biochemical, uHTS, fluorescence dequenching (AID 1986); 290,000 tested, 0.3% active; cell-free peptide binding, fluorescence dequenching, 30 min; higher % means a stronger effect; one-dose inhibition, % at 20 µM; IC50 in µM for titrated hits; in the data active = inhibition mostly above about 52%, no sharp cut-off; inactive = mostly below about 76%; note: some results filed as inactive read as strong as hits
AID2073: disruptors of CaV2.2 binding to Mint1 – biochemical, HTRF (AID 2073); HTRF protein-protein interaction, Mint1-CaV2.2; higher % means a stronger effect; one-dose inhibition, % at 20 µM; IC50 in µM for titrated hits; 290,000 tested, 0.19% active; in the data active = inhibition mostly above about 51%, no sharp cut-off; inconclusive = no clear call, values can overlap the other calls; inactive = mostly below about 53%; note: some results filed as inactive read as strong as hits
Dengue-2 NS5 capping: Dengue-2 NS5 methyltransferase inhibitors, primary screen, biochemical, confirmation dose response (AID 588689) | Dengue-2 NS5 methyltransferase capping enzyme assay, biochemical; higher % means a stronger effect | inhibition, % at 25 µM, or IC50 in µM where a hit was titrated | 340,000 tested, 0.3% active; in the data active = a potency from the dose series; inconclusive = inhibition above about 29% without an active follow-up result
Myeloid diff MLP: promotes myeloid progenitor differentiation. ER-HoxA9 myeloid progenitors, lysozyme-GFP differentiation, flow cytometry. 360,000 tested, 1% active. calls only at 10 µM. AID 624256;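 active = normalized GFP-positive differentiation at or above the plate's own cutoff, the solvent-only control mean plus 3 SD; inconclusive = no clear call, values can overlap the other calls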;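 note: cells exposed to compound for four days before flow analysis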
NOD2 inhibition: NOD2 signaling inhibitors, cell-based, luminescence, uHTS, HEK293 (AID 1566) | HEK293 NOD2/NF-kB luciferase reporter, luminescence; higher % means a stronger effect | inhibition, % at 4 µM; hits with a dose series show EC50 in µM | 290,000 tested, 0.63% active; note: many of its hits are not listed in these tables
XIAP antagonists: XIAP antagonists, biochemical, IAP family, fluorescence polarization (AID 1018); 200,000 tested, 0.007% active; displacement, % at 20 µM, or IC50 in µM where a hit was titrated; XIAP BIR domain, fluorescence polarization peptide displacement; higher % means a stronger effect; in the data active = displacement above about 50%; note: a part of the inactive calls stands beside numbers as strong as those of hits
LYP inhibition: inhibitors of LYP phosphatase, biochemical, fluorescence intensity, uHTS (AID 1779). inhibition, % at 11.5 µM, or IC50 in µM where a hit was titrated. 290,000 tested, 0.054% active. recombinant LYP phosphatase, fluorescence intensity; higher % means a stronger effect;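 note: plate controls were vehicle with enzyme for no effect and no enzyme for full effect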
Siah-1 displacement: Siah-1 peptide-binding antagonists, primary screen, biochemical, fluorescence polarization, rhodamine-plectin, uHTS (AID 1817); displacement, % at 20 µM, or IC50 in µM where a hit was titrated; 290,000 tested, 0.02% active; Siah-1 / rhodamine-plectin peptide fluorescence polarization; higher % means a stronger effect;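 active = displacement of at least 50% at 20 µM, with a fluorescence ratio check between 0.3 and a set limit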;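 note: plate controls were Siah plus tracer with DMSO for no effect and tracer alone without Siah for full effect; strong numbers were not always called active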
Hep lipid drop: modulators of hepatic lipid droplet formation; 240,000 tested, 0.4% active; inhibition, % at 6.5 µM; AML12 mouse hepatocytes, oleate lipid droplets, BODIPY imaging;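 active = lipid droplet intensity inhibited by at least 50%, with more than 500 cells counted; inconclusive = wells with under 300 cells, treated as cytotoxic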
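Assay system: AML12 hepatocytes (mouse); Probe or stimulus: oleic acid at 100 µM to induce lipid droplet formation; Dosing: compound at 6.5 µM only; Schedule: compound with oleate, overnight; Detection: fluorescence imaging, 20x objective, two fields per well; Measure: % inhibition of lipid droplet signal.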
Hep lipid drop cells 6.5 µM: recorded beside Hep lipid drop, whose call it bears; cell count; measured here: cell count, cytotoxicity flag;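 cells counted across two imaged fields per well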
Myeloid diff MLP GFP+ MAC1+ %: also measured in Myeloid diff MLP; calls as there; GFP+ MAC1+ double positive, %; measured here: differentiation confirmed by MAC1 staining
* marks the source's active call; other numbers are inactive results; i = inactive; ? = inconclusive; · = not tested or not shown. Cut-off read from the data, not from the text of the source, unless noted: active = inhibition above about 50%; inactive = the rest. Only part of the results is shown; rates above refer to the full screens.

SMILES	HIV fusion peptide	AID2073	Dengue-2 NS5 capping	Myeloid diff MLP	Myeloid diff MLP GFP+ MAC1+ %	NOD2 inhibition	XIAP antagonists	LYP inhibition	Siah-1 displacement	Hep lipid drop	Hep lipid drop cells 6.5 µM
O=C(Cc1ccccc1)N(c1ccc(F)cc1)C1C=CS(=O)(=O)C1 (centres undefined)	0.6%	-2.3%	-2.8%	i	1.5	6.3%	-0.3%	-4.9%	9.2%	0.1	634
CCc1cc(=O)oc2c3c(cc(OCC(=O)NCCCC(=O)O)c12)OC(C)(C)CC3	0.4%	28.8%	-5.3%	i	0.6	-2.4%	·	-26.7%	-1.5%	3.2	760
CCC(=O)C1CCCN(C(=O)c2ccc(OC3CCN(C(=O)c4cccnc4)CC3)cc2)C1 (centres undefined)	1.0%	2.6%	-0.8%	i	0.9	15.9%	-0.1%	-11.3%	2.9%	-22.9	689
CSCC[C@H](NC(=O)N1CCn2c1nc1ccccc12)C(=O)NCC1CCCO1 (some centres undefined)	1.8%	-7.0%	-9.5%	i	0.9	-6.4%	·	-1.9%	6.9%	-0.3	638
CC(Oc1ccccc1)c1ccnc(N)n1 (centres undefined)	-0.8%	5.3%	2.5%	i	0.2	12.4%	-1.4%	-11.4%	-3.2%	-3.4	704
COC(=O)Cc1c(C)c2ccc(O)c(CN3CCCC(C)C3)c2oc1=O (centres undefined)	1.9%	?	-0.5%	i	0.9	-5.4%	-5.7%	-41.7%	2.1%	-7.8	759
Cn1c(=O)[nH]c(=O)c2c1nc(SCC(=O)O)n2CCc1ccccc1	-2.0%	-1.8%	-7.5%	i	1.2	-1.5%	-1.4%	-2.5%	-3.4%	·	·
CCOC(=O)C(Cc1ccccc1)(NC(C)=O)C(=O)OCC	1.0%	-1.0%	-2.1%	i	0.7	-2.5%	-1.8%	-9.1%	-1.2%	4.0	750
CCc1ccc(NC(=O)C(=O)NCCN2CCN(S(=O)(=O)c3ccccc3)CC2)cc1	-0.5%	-4.9%	-6.5%	i	0.5	15.1%	·	-6.3%	3.7%	12.4	806
O=C(Nc1c2c(nn1-c1cccc(Cl)c1)CS(=O)(=O)C2)c1cccs1	0.4%	9.1%	0.0%	?	·	-2.2%	·	-8.1%	0.5%	-10.0	741
COc1ccc(CCNC(=O)c2cc(CC(C)C)on2)cc1OC	-2.5%	-3.4%	0.0%	i	3.2	2.5%	-6.6%	-6.2%	-0.5%	·	·
Cc1ccc(-n2c(Cc3cccn3C)nnc2SCC(=O)Nc2cc(C)on2)cc1	-3.0%	6.4%	-5.7%	i	9.6	4.8%	-4.2%	-5.8%	3.8%	·	·
CC1CN=C(N(C(=O)Nc2ccccc2)c2ccc(F)cc2)S1 (centres undefined)	1.1%	-1.0%	-0.7%	i	1.6	6.5%	-3.6%	-11.4%	-2.7%	·	·
COc1ccc2c(c1)CCC1=C2NC(=S)NC1c1ccc(N(C)C)cc1 (centres undefined)	0.5%	12.1%	0.8%	i	0.6	3.8%	0.8%	7.0%	-5.3%	-13.5	708
O=C1c2ccccc2C(=O)N1CCCCSc1nc2ccccc2c(=O)n1CCCN1CCOCC1	-1.2%	-3.3%	-2.5%	i	0.7	9.5%	-4.1%	-2.3%	2.5%	-8.4	659
C/C(Cl)=C/Cn1c(SCc2ccc(Cl)cc2)nc2c1c(=O)[nH]c(=O)n2C	-0.2%	-15.2%	4.7%	i	0.0	15.8%	-4.1%	-8.4%	2.1%	-4.5	706
COc1ccc(CSc2nc3ccccc3c(=O)[nH]2)cc1F	1.1%	-6.7%	-9.3%	i	0.4	-3.7%	-1.9%	-6.4%	2.7%	3.8	707
O=C(Nc1cccc(O)c1)c1ccccc1	0.0%	0.0%	-7.2%	i	2.1	-27.4%	-7.8%	3.3%	-3.4%	-2.4	653
O=C1c2ccccc2NC(c2ccccc2)N1CCCN1CCOCC1 (centres undefined)	-2.2%	-16.3%	-3.1%	i	0.0	-8.4%	·	-7.0%	-9.1%	0.7	779
CCOC1=NN(c2ccc(Cl)cc2)C(=O)/C1=C\N(C)C	-0.2%	6.9%	15.4%	i	0.2	16.3%	-2.2%	-3.9%	1.7%	-7.5	714

Compound profiles, from the list above. Order of screens: HIV fusion peptide	AID2073	Dengue-2 NS5 capping	Myeloid diff MLP	Myeloid diff MLP GFP+ MAC1+ %	NOD2 inhibition	XIAP antagonists	LYP inhibition	Siah-1 displacement	Hep lipid drop	Hep lipid drop cells 6.5 µM
CCc1ccc(NC(=O)C(=O)NCCN2CCN(S(=O)(=O)c3ccccc3)CC2)cc1 across the screens: -0.5%	-4.9%	-6.5%	i	0.5	15.1%	·	-6.3%	3.7%	12.4	806
COc1ccc(CCNC(=O)c2cc(CC(C)C)on2)cc1OC across the screens: -2.5%	-3.4%	0.0%	i	3.2	2.5%	-6.6%	-6.2%	-0.5%	·	·
COc1ccc2c(c1)CCC1=C2NC(=S)NC1c1ccc(N(C)C)cc1 (centres undefined) across the screens: 0.5%	12.1%	0.8%	i	0.6	3.8%	0.8%	7.0%	-5.3%	-13.5	708
CCOC1=NN(c2ccc(Cl)cc2)C(=O)/C1=C\N(C)C across the screens: -0.2%	6.9%	15.4%	i	0.2	16.3%	-2.2%	-3.9%	1.7%	-7.5	714
COC(=O)Cc1c(C)c2ccc(O)c(CN3CCCC(C)C3)c2oc1=O (centres undefined) across the screens: 1.9%	?	-0.5%	i	0.9	-5.4%	-5.7%	-41.7%	2.1%	-7.8	759

Three compounds from above, ordered by the number in HIV fusion peptide, rising:
mol	HIV fusion peptide
O=C1c2ccccc2NC(c2ccccc2)N1CCCN1CCOCC1 (centres undefined)	-2.2%
Cn1c(=O)[nH]c(=O)c2c1nc(SCC(=O)O)n2CCc1ccccc1	-2.0%
CCc1cc(=O)oc2c3c(cc(OCC(=O)NCCCC(=O)O)c12)OC(C)(C)CC3	0.4%
